RBX1-CUL1 inh = blocks human RBX1-Cullin-1 di-ubiquitin formation | in vitro K48 di-Ub FRET, acceptor:donor ratio, 45 min | P62877+Q13616 | 0.6% of 140,000 active | AID 1347404 | inhibition, % at 10 µM; in the data active = inhibition above about 25%
Target sequence (P62877 whole entry, looked up): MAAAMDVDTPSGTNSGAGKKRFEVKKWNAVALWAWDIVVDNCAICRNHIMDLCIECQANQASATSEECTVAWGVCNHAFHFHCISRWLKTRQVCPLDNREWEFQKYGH
Target sequence (Q13616 whole entry, looked up): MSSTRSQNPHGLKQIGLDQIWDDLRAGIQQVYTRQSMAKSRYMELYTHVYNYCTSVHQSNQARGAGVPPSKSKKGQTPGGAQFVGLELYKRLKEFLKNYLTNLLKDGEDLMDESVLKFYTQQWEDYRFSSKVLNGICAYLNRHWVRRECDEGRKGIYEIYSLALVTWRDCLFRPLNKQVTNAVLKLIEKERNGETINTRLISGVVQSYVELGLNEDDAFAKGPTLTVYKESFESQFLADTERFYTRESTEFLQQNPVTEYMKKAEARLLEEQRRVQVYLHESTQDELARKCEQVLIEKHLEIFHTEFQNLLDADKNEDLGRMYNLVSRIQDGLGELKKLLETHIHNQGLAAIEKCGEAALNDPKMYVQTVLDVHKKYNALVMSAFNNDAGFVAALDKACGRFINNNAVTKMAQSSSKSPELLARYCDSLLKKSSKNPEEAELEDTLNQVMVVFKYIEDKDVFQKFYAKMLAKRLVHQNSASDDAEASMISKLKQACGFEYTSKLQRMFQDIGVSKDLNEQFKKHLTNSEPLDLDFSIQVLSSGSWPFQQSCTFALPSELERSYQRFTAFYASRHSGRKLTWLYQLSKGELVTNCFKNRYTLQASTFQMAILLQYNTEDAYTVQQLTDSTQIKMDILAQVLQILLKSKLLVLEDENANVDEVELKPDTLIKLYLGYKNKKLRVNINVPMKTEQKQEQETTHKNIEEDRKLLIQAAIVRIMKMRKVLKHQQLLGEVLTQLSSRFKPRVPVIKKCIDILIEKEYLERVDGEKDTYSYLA
Numbers without * were called inactive. Only part of the results is shown, so the mix of outcomes need not match the whole.

RBX1-CUL1 inh,structure
-4,COCCc1nn2c(=O)cc(COC(=O)COc3ccc(F)cc3)nc2s1
-1,CCOc1ccc2c(c1)NC(c1cccs1)=NC(c1ccc(F)cc1)=N2
-7,CC(C)(C)OC(=O)C#Cc1ccc(Br)cc1
0,CCOC(=O)c1c(NC(=O)CSc2nnnn2-c2ccccc2)sc(C)c1C
-4,S=C(c1ccccc1)N1CCCC1
9,CCOc1ccc2c(c1)N(S(=O)(=O)c1ccc(NC(C)=O)cc1)C(C)(C)C=C2C
12,Cc1cccc(CS(=O)(=O)N2CCN(Cc3ccccc3)CC2)c1
-3,Cn1c(CNc2ccccn2)c(C#N)c2ccccc21
6,Cc1ccc(S(=O)(=O)Oc2cccc3ccccc23)cc1
-8,Cc1cccc(CS(=O)(=O)Nc2ccccc2Cl)c1
0,COc1ccccc1N1CCN(c2nc3ccc(C(=O)c4ccccc4)cc3n3c(C)nnc23)CC1
-4,CC(=O)Nc1ccc(OCC(O)CN2CCN(c3cccc(C(F)(F)F)c3)CC2)cc1 (stereo not given)
3,COc1ccc(/C=N/NC(=O)Cc2nnc(N)s2)c(OC)c1OC
0,COc1ccc(C)cc1NS(=O)(=O)c1ccc2c(c1)CCCN2C(C)=O
-4,O=C(COc1ccc2ccccc2c1Br)NNC(=O)C(F)(F)F
9,CCn1c(C(=O)N2CCC(C(=O)NCCc3ccc(OC)cc3OC)CC2)cc2sccc21
-3,Cc1ccc(NC(=O)CCc2c(C)nc3c(-c4ccc(F)cc4)c(C)nn3c2C)cc1F
-7,COc1ccccc1CNC(=O)c1cnc(N2CCCC2)nc1C
5,CC(C)OCCCn1c(=O)c2ccccc2n2c(-c3ccc(F)c(F)c3)nnc12
2,COC1(c2ccccc2)C(=O)C(c2ccccc2)=C1OC(C)C (stereo not given)

RBX1-CUL1 inh,structure
4,CCOC(=O)C1=C(C)N=c2s/c(=C\c3cccnc3)c(=O)n2C1c1ccc(OCC)cc1 (stereo not given)
6,COc1n[nH]c(C(=O)Nc2cc(C)cc(C)c2)c1[N+](=O)[O-]
-7,c1cc(CN(CCN2CCCCC2)CC2CCCN(C3CCCC3)C2)ccn1 (stereo not given)
0,COc1ccc(C2=C(/C=C/C(=O)c3cccs3)C(c3ccccc3C)c3ccccc3O2)cc1OC (stereo not given)
4,Cn1c(=O)n(C)c2cc(NS(C)(=O)=O)c(NCc3ccccc3)cc21
-3,COc1ccc(OC)c(NS(=O)(=O)c2ccc(N3CCCCS3(=O)=O)cc2)c1
2,Cc1cc(F)ccc1NC(=O)Cn1cc(S(=O)(=O)NC(C)C)c(S(=O)(=O)NC(C)C)c1
-2,CSc1nc(Cl)c(C#N)c(Nc2ccc3c(c2)OCCO3)n1
-2,Cc1cc(C)c2c(-n3cccc3)c(C(=O)NCCc3ccccc3)sc2n1
2,COc1cccc(N2CCN(C(=O)c3cc(Cl)ccc3Cl)CC2)c1
-8,COc1cccc(-c2ccc3c(N)c(C(=O)Nc4ccc(SC)cc4)sc3n2)c1
-4,Cc1ccc(C)c(C(c2c[nH]c3ccccc23)c2c[nH]c3ccccc23)c1
3,COc1ccc2[nH]c3c(c2c1)CCNC31C(=O)N(C)c2ccccc21 (stereo not given)
4,COc1cccc(N2CC(C(=O)N3CCCCCC3)CC2=O)c1 (stereo not given)
4,Cc1ccc(C(=O)Nc2ccc(S(=O)(=O)N(C)C)cc2)s1
4,CCn1nc(C)c(-c2ccnc(NCC3CCN(Cc4ccccc4)C3)n2)c1C (stereo not given)
-1,CN(CC1CCCN(CCc2ccccc2F)C1)C(=O)c1cccnc1 (stereo not given)
3,CCCOc1ccc(-c2nonc2NC(=O)c2oc3ccc(C)cc3c2C)cc1OCCC
1,Cc1ccc2c(c1)-c1c(ssc1=Nc1ccc(Cl)cc1)C(C)(C)N2
0,O=C(Nc1sc2c(c1C(=O)NCC1CCCO1)CCCC2)c1ccccc1 (stereo not given)

Reprinted at random: 7 entries already listed.
RBX1-CUL1 inh,structure
-3,Cc1ccc(NC(=O)CCc2c(C)nc3c(-c4ccc(F)cc4)c(C)nn3c2C)cc1F
2,COc1cccc(N2CCN(C(=O)c3cc(Cl)ccc3Cl)CC2)c1
4,CCn1nc(C)c(-c2ccnc(NCC3CCN(Cc4ccccc4)C3)n2)c1C (stereo not given)
3,CCCOc1ccc(-c2nonc2NC(=O)c2oc3ccc(C)cc3c2C)cc1OCCC
6,COc1n[nH]c(C(=O)Nc2cc(C)cc(C)c2)c1[N+](=O)[O-]
0,CCOC(=O)c1c(NC(=O)CSc2nnnn2-c2ccccc2)sc(C)c1C
-1,CN(CC1CCCN(CCc2ccccc2F)C1)C(=O)c1cccnc1 (stereo not given)

(list continues)
RBX1-CUL1 inh,structure
1,CCC(C)NC(=O)c1cccc(NS(C)(=O)=O)c1 (stereo not given)
9,COc1ccc(S(=O)(=O)N(Cc2nc(-c3ccc(Cl)cc3)no2)C2CCCCC2)cc1
2,Cn1ncc(-c2ccccc2)c1NC(=O)Cn1ccc2cc(C#N)ccc21
5,CC/C(C)=N\N=CC1C(=O)N(CC)c2cc(C3=NNC(=O)CC3)ccc21 (stereo not given)
9,O=C(COc1ccc2ccccc2c1)NCC(=O)N/N=C/c1ccc(C(=O)O)cc1
18,COCCCn1c(=N)c(C(=O)OC)cc2c(=O)n3ccccc3nc21
-5,COCCNC(=O)Cc1c(OC)ccc2cc(Br)ccc12
-5,Cc1nnc2n1CCc1ccccc1C2c1ccccc1 (stereo not given)
-2,COc1ccccc1/C=C/c1nc(C#N)c(NCc2ccccc2)o1
-9,Clc1ccc(-n2c(Cc3ccccc3)nnc2SCc2nc(-c3cccs3)no2)cc1
-3,COc1cc(OC)c([N+](=O)[O-])cc1OC
-8,O=C(Nc1ccc(-c2ccco2)cc1)C1CCCN(C(=O)C2CCOCC2)C1 (stereo not given)
-3,Cc1ccc(C)c(/C=C/C(=O)C2C=CC=CC(=O)C2=O)c1 (stereo not given)
-2,CCOC(=O)c1cccc(OS(=O)(=O)Cc2ccccc2)c1
-4,C#CCSc1nc2sc3c(c2c(=O)n1Cc1ccccc1)CCCC3
-4,O=C(Nc1cccc(-c2cnc3ccccc3n2)c1)c1ccc(COc2ccc(Cl)cc2)cc1
4,COc1ccc(N2C(=O)CN(C(=O)C(=O)c3ccccc3)CC23CCCC3)cc1
8,COc1ccccc1C1(CC(=O)N2CC3(C)CC2CC(C)(C)C3)CC(=O)N(C2CCCC2)C1=O (stereo not given)
1,Cc1ccc2c(C)c(C(=O)N3CCCC(CN4CCOCC4)C3)oc2c1C (stereo not given)
-3,CC(C)(C)c1ccc(-c2cc(C(=O)N/N=C/c3ccncc3)c3ccccc3n2)cc1

6 neighbouring compounds already listed:
RBX1-CUL1 inh,structure
1,CCC(C)NC(=O)c1cccc(NS(C)(=O)=O)c1 (stereo not given)
9,COc1ccc(S(=O)(=O)N(Cc2nc(-c3ccc(Cl)cc3)no2)C2CCCCC2)cc1
2,Cn1ncc(-c2ccccc2)c1NC(=O)Cn1ccc2cc(C#N)ccc21
5,CC/C(C)=N\N=CC1C(=O)N(CC)c2cc(C3=NNC(=O)CC3)ccc21 (stereo not given)
9,O=C(COc1ccc2ccccc2c1)NCC(=O)N/N=C/c1ccc(C(=O)O)cc1
18,COCCCn1c(=N)c(C(=O)OC)cc2c(=O)n3ccccc3nc21

In the list so far, 4 contain a cyano group.
RBX1-CUL1 inh,structure
-3,Cn1c(CNc2ccccn2)c(C#N)c2ccccc21
-2,CSc1nc(Cl)c(C#N)c(Nc2ccc3c(c2)OCCO3)n1
2,Cn1ncc(-c2ccccc2)c1NC(=O)Cn1ccc2cc(C#N)ccc21
-2,COc1ccccc1/C=C/c1nc(C#N)c(NCc2ccccc2)o1

Single entries from the results shown:
`O=C(COc1ccc2ccccc2c1)NCC(=O)N/N=C/c1ccc(C(=O)O)cc1` @ RBX1-CUL1 inh = 9
`COCCNC(=O)Cc1c(OC)ccc2cc(Br)ccc12` @ RBX1-CUL1 inh = -5
`C#CCSc1nc2sc3c(c2c(=O)n1Cc1ccccc1)CCCC3` @ RBX1-CUL1 inh = -4
`Cn1ncc(-c2ccccc2)c1NC(=O)Cn1ccc2cc(C#N)ccc21` @ RBX1-CUL1 inh = 2

(cont.)
RBX1-CUL1 inh,structure
1,CN(C)c1ccccc1C(=O)NC1CC(=O)N(CCCc2ccccc2)C1 (stereo not given)
13,O=C(Nc1cccc(C(F)(F)F)c1)Nc1ncc(Cl)cc1Cl
2,COCc1cc(C)nc(N/N=C\c2ccc(OCc3ccc(Cl)c(Cl)c3)cc2)c1C#N
-7,Cc1ccc(C)c(NC(=O)C(Cc2ccccc2)n2cccc2)c1 (stereo not given)
-9,COc1ccccc1-c1cc(C(=O)N/N=C/c2cccc(O)c2)c2ccccc2n1
8,CC(C)(C)C(=O)Nc1ccc(N2CCN(C(=O)c3ccco3)CC2)c(Cl)c1
14,CCCCOC(=O)NC(=O)c1coc2ccc(Br)cc2c1=O
1,Cc1cccc(/C=C\c2nc3ccccc3c(=O)[nH]2)c1
8,CC(C)NC(=O)c1ccc(-n2nc(C(F)(F)F)c3c2CCCC3)cc1
-1,CCCn1c(NCc2cc(C)ccc2O)nc2ccccc21
-5,CCc1ccccc1NC(=O)c1ccco1
-7,CCOC(=O)C1=C(C)N=C2CC(c3ccccc3OC)C(C(=O)OCC)C(=O)C2C1c1ccccc1C(F)(F)F (stereo not given)
-5,Cc1c(/C=N/NC(=O)c2cc3c(ccc4ccccc43)o2)c2ccccc2n1C
-4,CCc1nc2sc3c(c2c(=O)n1N)CCC3
-4,CC1=C(C#N)c2nc(N)c(C#N)c(C)c2/C1=C\c1ccc2c(c1)OCO2
17,Cc1nc2ccc(S(=O)(=O)N(CC(=O)Nc3cccc(C)c3C)Cc3ccccc3)cc2s1
2,CC(C)(C)N(NC(=O)OCc1ccccc1)C(=O)c1ccccc1
7,O=C(CN(C1CCCCC1)S(=O)(=O)c1ccccc1)Nc1ccccc1F
-12,O=C(Nc1ccc(Cl)cc1Cl)c1nc2nc(-c3ccccc3)cc(C(F)(F)F)n2n1
1,CCOc1cc(/C=N\NC(=O)c2cccc([N+](=O)[O-])c2)ccc1OC(=O)c1cc([N+](=O)[O-])cc([N+](=O)[O-])c1

RBX1-CUL1 inh,structure
5,CCCCCn1c(CCCO)nc2ccccc21
7,CCOC(=O)C1=C(c2ccccc2)OC(=N)C(C#N)C1c1ccccc1C(F)(F)F (stereo not given)
0,COCCNc1oc(-c2cccc(C)c2)nc1C#N
-5,COc1ccc(S(=O)(=O)N2CCN(C(=O)c3ccccc3C)CC2)cc1
4,COc1ccc(CC2(CCC(=O)N3CCN(c4cc(Cl)ccc4C)CC3)CCC(=O)N2)c(F)c1 (stereo not given)
-1,COc1cc(OC)cc(C(=O)Nc2ccc3c(c2)n(C)c(=O)c(=O)n3C)c1
5,COc1cccc(NC(=O)c2ccc3nc(CCc4ccccc4)oc3c2)c1
-5,CC(C)CC(=O)N1c2nc(C(C)C)nn2C2(CCCCC2)[C@@H]2CCCC[C@@H]21
6,CCCc1cc(=O)n2[nH]c(SCc3ccc(C)cc3)nc2n1
-3,COc1ccc(CN2CCC(C)CC2)cc1OCC(O)CN1CCN(C)CC1 (stereo not given)
-1,COc1cc(C(=O)Nc2nnc(Cc3ccccc3)s2)cc(OC)c1OC
-5,O=C(COc1ccccc1Cl)NNC(=O)[C@@H]1CCCC[C@@H]1C(=O)O
2,COc1cc(OC)cc([C@@H]2[C@@H](C(C)=O)N3c4ccccc4C=C[C@@H]3C2(C#N)C#N)c1
-7,CCCN(CCC)S(=O)(=O)c1cc(C)c(C)cc1OC
7,CCOC(=O)C1=C2Oc3ccc(Cl)cc3N2C(=O)C(=NC(=O)c2ccc(OC)cc2)C1
2,Cc1cccc(Cn2cc(C(=O)c3ccccc3)c(=O)c3cc4c(cc32)OCO4)c1
9,Cc1nnc(NC(=O)NCc2ccccc2-n2cncn2)s1
4,CC(c1ccccc1)S(=O)(=O)CCSc1nc(-c2ccccc2)cc(-c2ccccc2)c1C#N (stereo not given)
2,CCn1c(=O)cc(OCC(=O)N2CCN(c3cccc(Cl)c3)CC2)c2ccccc21
1,COc1ccc(Cl)cc1N1C(=O)C2C(C1=O)C2(c1ccccc1)c1ccccc1 (stereo not given)

RBX1-CUL1 inh,structure
1,CCCS(=O)(=O)N1CC(=O)N(c2cccc(F)c2)C(C)(C(=O)NC2CCCCCC2)C1 (stereo not given)
1,CC1Cc2ccccc2N1C(=O)CSc1nnc(-c2cccc(Cl)c2)o1 (stereo not given)
-3,Cc1cccc(C(=O)N/N=C\c2cc(C)n(-c3c(C)cccc3C)c2C)c1
0,CC(C)CC(=O)Nc1ccc2c(c1)C(=O)N(C1CCCCC1)C2=O
3,CC(C)CN1C(=O)C(NC(=O)C2CC2)(C(F)(F)F)C2=C1CC(C)(C)CC2=O (stereo not given)
3,c1cc(-c2csnn2)cc(-c2csnn2)c1
-3,Cc1cccc(Nc2nc(C)nc(N)c2S(=O)(=O)c2ccccc2)c1
-1,CCOc1ccc(CCNC(=O)C2CCN(C(=O)c3cc4sccc4n3CC)CC2)cc1OCC
-2,Fc1ccccc1N1CCN(c2ncc3c(n2)CCN(Cc2ccc(Br)s2)C3)CC1
3,Cc1cc(C(=O)N2CCC(Cn3cc(CO)nn3)CC2)sc1C
7,COc1cccc(NC(=O)/C(C#N)=C/c2ccc(-c3ccc(C)cc3)o2)c1
-2,Cc1ccc(C(=O)N=Nc2c(O)n(C)c3ccccc23)cc1
-3,c1ccc(-n2cnc3ncncc32)cc1
3,CCCCC(=O)Nc1cccc(-c2nc3ccccc3s2)c1
11,COC(=O)n1c(=O)sc2ccccc21
7,CCc1ccccc1NC(=O)NC(=O)C(F)(F)F
-1,CCn1c(=O)cc(SCC(=O)NCCc2ccc(OC)cc2OC)c2ccccc21
3,COc1ccc(C(=O)NC2CC2)c(OC2CCN(Cc3ccc(F)c(F)c3)CC2)c1
8,Oc1c(Br)cc(C=Nc2c(-c3ccco3)nc3ccccn23)cc1Br
-14,CCCn1c(C)c(CC(=O)N(C)CC)c2c1CC(C)(C)CC2=O
5,S=C(NCN1CCN(c2ccccc2)CC1)c1ccc(Cl)cc1

Source: PubChem
